# Screening data as filed in PubChem BioAssay.
# mcGAS MS inh – inhibitors of mouse cGAS. recombinant mouse cGAS, cGAMP by RapidFire MS. inhibition, % at 12.5 µM. actives 0.18% (n = 130,000). AID 1259397;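 active means inhibition of cGAS enzyme activity at or above 60%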;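 further: enzyme stimulated by 45 bp dsDNA with ATP and GTP substrates; cGAMP share of summed cGAMP plus half ATP and half GTP signals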
# Target sequence (Q8C6L5 whole entry, looked up): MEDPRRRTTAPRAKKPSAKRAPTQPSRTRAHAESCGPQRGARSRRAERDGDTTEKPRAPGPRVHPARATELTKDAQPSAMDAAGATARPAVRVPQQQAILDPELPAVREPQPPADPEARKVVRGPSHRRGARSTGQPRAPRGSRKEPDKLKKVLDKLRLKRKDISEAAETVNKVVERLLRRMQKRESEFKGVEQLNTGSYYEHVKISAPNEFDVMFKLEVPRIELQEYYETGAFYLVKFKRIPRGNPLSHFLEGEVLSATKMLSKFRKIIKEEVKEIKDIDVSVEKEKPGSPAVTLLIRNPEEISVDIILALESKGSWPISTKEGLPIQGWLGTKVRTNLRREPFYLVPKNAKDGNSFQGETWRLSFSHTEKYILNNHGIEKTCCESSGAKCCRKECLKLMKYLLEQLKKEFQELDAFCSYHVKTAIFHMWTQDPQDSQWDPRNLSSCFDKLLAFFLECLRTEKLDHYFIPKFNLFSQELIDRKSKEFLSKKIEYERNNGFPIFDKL
# * hit, by the source's call; & = joins results of further samples. Only part of the results is shown. The share of hits here may be higher or lower than overall.
SMILES,mcGAS MS inh
CC(=O)Cn1c(=O)c2c(nc3n(-c4cc(Cl)ccc4C)c(C)c(C)n23)n(C)c1=O,-17.2
CCC(N)(CC)c1cn(CC2CCCN(S(C)(=O)=O)C2)nn1 (centres undefined),9.9
c1ccc(CCc2nc(-c3cccc4cnccc34)n[nH]2)cc1,1.4
CCCC(=O)NC(=S)Nc1ccc(N(C)C(C)=O)cc1,-1.5
Cn1cc(SCC(N)=O)c2ccccc21,-6.1
CC(C)Sc1c(S)cnn(C)c1=O,-4.3
CCC(C(=O)NCc1cccnc1N1CCN(C(C)=O)CC1)n1cccn1 (centres undefined),-4.7
Cc1c(CN(C)C(=O)CCn2c(C)cccc2=O)[nH]c2ccccc12,-8.6
COc1ccc(OC)c(-c2c(=O)n(OCc3ccccc3Br)c3ccccc3[n+]2[O-])c1,0.4
Cc1ccc(O)c(C(=O)NCCCS(=O)(=O)Cc2ccccc2)c1,7.3
Cc1cc(C(=O)N(Cc2cccnc2)c2nc3c(C(C)C)cccc3s2)no1,-4.7
O=C(c1cc(N2Cc3ccccc3C2)ccn1)N1CCOCC1,5.5
Cc1nc(C2CC2)nc2sc(C(=O)N3CCCN(CC(=O)NC(C)(C)C)CC3)c(C)c12,-9.7
Cc1nnc(NC(=O)NC2(c3ccc(F)cc3)CCC2)s1,-5.3
CN(Cc1nnc2n1CCC2)S(=O)(=O)c1ccc(Br)cc1Cl,-4.0
COc1ccc(S(=O)(=O)N2c3cccc4cccc(c34)S2(=O)=O)cc1,-5.9
CCN(CC)c1cccc(OCC(=O)NC(C)COC)c1 (centres undefined),0.3
CCN(CC)C(=O)[C@@H]1C[C@H](N)CN1C(=O)/C=C/c1ccccc1,-18.7
O=[N+]([O-])c1ccc2nc(-c3nc4ccc([N+](=O)[O-])cc4[nH]3)[nH]c2c1,47.0
CC(C)Cn1c(N2CCN(Cc3ccccc3F)CC2)nc2c1c(=O)[nH]c(=O)n2C,-10.1
Fc1ccc(Sc2ccncc2)cc1,1.0
OC(c1ccc2c(c1)OCO2)c1ncc(-c2ccc(Cl)cc2)[nH]1 (centres undefined),-3.5
Cc1ccc(Cl)c(CN2CCCC(Cn3ccnc3C)C2)c1F (centres undefined),-14.6
Cc1cc(C)c(CNC(=O)N2CCC3(C2)OCCO3)c(C)c1,1.1
Cc1nn(C(C)C(=O)Nc2cnn(C)c2C(=O)N2CCCCC2)cc1Br (centres undefined),1.6
COC(=O)c1ccc(NC(=O)C2=NN(C)C(=O)CC2)cc1,-7.1
COc1ccc(OC)c(-c2nc(COc3cccnc3C)c(C)o2)c1,-4.1
CCOc1ncccc1-c1cc(Cl)ccc1O,-17.9
O=c1cc(CO)oc(CN2CCCC2)c1O,-3.8
COCCCNC(=O)CN1CCN(c2cc(C)c3cc(C)cc(C)c3n2)CC1,-11.0
O=C(c1nc2sccn2c1CN1CCN(c2cnccn2)CC1)N1CCCCCCC1,-9.1
Cc1ccc(SCCCN(C)Cc2cc3n(n2)CCCNC3)cc1,-14.2
O=C(C=C1CCCCC1)NCCC(=O)N1CCOCC1,9.4
COCCCNCC(=O)N1CC(=O)N(c2cccc(Cl)c2C)C1,-5.7
O=C([C@H]1CCCN1C(=O)c1ccccc1)N1CCN(c2cccc(O)c2)CC1,2.7
Cc1cc(C)cc(N2CCN(Cc3cnn(C)c3C3CC3)CC2=O)c1,-26.5
COc1ccc(C2Nc3ccccc3-c3nc4ccccc4n32)cc1 (centres undefined),-5.7
O=C(COc1cccc(Cl)c1)N=Nc1c(O)[nH]c2ccc([N+](=O)[O-])cc12,13.6
Cc1cccc(OCCNC(=O)N2CCN(S(=O)(=O)c3cccc(Cl)c3)CC2)c1,-12.5
O=C(N(c1ccccc1)c1ccccc1)C(F)(F)F,-20.0
COc1ccccc1CNC(=O)NC1CCN(C(=O)NC2CCCCC2)CC1,-13.4
O=C(C=Cc1ccc(Br)o1)NC1CCCCCC1,-10.1
Cc1nn(C)c(C)c1CC(=O)NCc1ccccc1Cl,-6.6
c1c(CN2CCC(n3cnnc3)CC2)nn2c1CNCC2,1.5
Clc1nc(N2CCCC2)sc1CNCC1CCN(C2CC2)C1 (centres undefined),0.1
NC[C@H]1O[C@H](O[C@H]2[C@H](O)[C@@H](O[C@H]3O[C@H](CO)[C@@H](O)[C@H](N)[C@H]3O)[C@H](N)C[C@@H]2N)[C@H](O)[C@@H](O)[C@@H]1O,-3.2
Cc1cccc2nc(C(=O)N3CCC(O)(CN(C)C)C3)cn12 (centres undefined),-13.2
CC(N(C)C(=O)c1ccco1)C(C)(C)C (centres undefined),-20.5
NC(=O)CC1CCCCN1C(=O)/C=C/c1ccccc1OC(F)F (centres undefined),0.3
CC(C)NC(=O)CNC(=O)COc1ccccc1C1SCCS1,2.3
COCC(C)n1c(C)cc(C(=O)COc2ccc(F)cc2Cl)c1C (centres undefined),2.1
O[C@H]1Cc2ccccc2[C@H]1NCc1cccc2c1OCCCO2,13.2
CCOCC(O)CN1CCN(C(=O)Cn2ccccc2=O)CC1 (centres undefined),-5.1
O=C1C(=Cc2ccc3ccccc3c2)SC(=S)N1CCN1CCOCC1,-3.8
N#CCOc1ccccc1/C=C/c1nc2ccccc2s1,-1.9
N#Cc1cccc(Cl)c1NCCc1n[nH]c(=O)[nH]1,-27.4
CCCn1nnnc1NCc1ccc(N(CC)CC)cc1,-1.3
CCCNC(=O)C12CC3CC(CC(Br)(C3)C1)C2,-5.9
COc1ccc(-n2c(SCc3ccc([N+](=O)[O-])cc3)nc3c(c2=O)SCC3)cc1,-6.6
Cc1cccnc1CN(C)C1CCN(Cc2cccnc2)CC1,-7.5
# Additional entries follow:
SMILES,mcGAS MS inh
Cc1nc2ncccn2c1C(=O)N1CC[C@@H](c2ccc3c(c2)OCO3)[C@H](O)C1,-34.9
O=C1CCC[C@H]2[C@@H]3C[C@H](CN(c4ncnc5c4CCC5)C3)CN12,-10.8
O=C(/C=C/c1ccoc1)N1CCC2(CC1)Nc1ccccc1S(=O)(=O)N2,-1.5
Cc1nc(SCc2ccccc2F)c2c(=O)n(C)c(=O)n(C)c2n1,7.4
CC(C)(C)NCC(O)COc1cccc2c1CCC(=O)N2 (centres undefined),-5.1&8.1
CC(=O)NC1CCN(c2cc(C)c3cc4c(cc3n2)CCC4)CC1,-2.5
C#CCn1c(COC)nc2ccccc21,-11.9
O=C1OCCC1N1CCOC(c2ccccc2Br)C1 (centres undefined),-4.1
O=C(c1cn[nH]n1)N(Cc1ccccc1)[C@@H]1CCCC[C@H]1O,-13.9
CC(=O)Nc1ccc(Cl)c(C(=O)NC(C)CCN2CCOCC2)c1 (centres undefined),-27.0
N[C@@H](Cc1cc(CP(=O)(O)O)cc(-c2ccccc2Cl)c1)C(=O)O,-11.6
Nc1c(Br)cc(Br)cc1CNC1CCC(O)CC1 (centres undefined),-3.3&1.3&2.0

# Among those listed so far, these have a furan ring, fused or not.
SMILES,mcGAS MS inh
O=C(C=Cc1ccc(Br)o1)NC1CCCCCC1,-10.1
CC(N(C)C(=O)c1ccco1)C(C)(C)C (centres undefined),-20.5
O=C(/C=C/c1ccoc1)N1CCC2(CC1)Nc1ccccc1S(=O)(=O)N2,-1.5

# Next part.
SMILES,mcGAS MS inh
S=C(NCC1CCCO1)NN=Cc1ccc(N2CCOCC2)s1 (centres undefined),-4.3
CCc1ccc(NC(=O)C2(N(C)C)Cc3ccccc3C2)cc1,-5.3
CCn1c(SCC(=O)c2cc(C)n(C3CC3)c2C)nnc1-c1ccco1,-10.6
COC(C)(C(=O)Nc1ccc(F)c(C(N)=O)c1)c1ccccc1 (centres undefined),-11.5
CCN(Cc1ccc(C#N)cc1F)C(=O)c1cccc(C)c1,-28.2
COc1cccc(C(=O)N2CCN(c3ccc(-n4cccn4)nn3)CC2)c1OC,-16.9
CC(Nc1cccc(Br)c1)N1C(=O)CCC1=O (centres undefined),-5.4
O=c1[nH]c(CSc2nnnn2C2CCCC2)nc2scc(-c3ccco3)c12,-12.1
COc1cc(-c2cnnc(N3CCCC3c3ccccn3)n2)cc(OC)c1OC (centres undefined),-13.5
CC1(NC(=O)COC(=O)c2ccccc2NCCc2ccc(Cl)cc2)CCS(=O)(=O)C1 (centres undefined),-6.3
CCOC(=O)C1C(C)=NC2=C(C(=O)CC(C)(C)C2)C1c1ccsc1 (centres undefined),0.6
Cc1cccc(N2CCN(C(=O)c3cc(COc4ccc(F)c(F)c4)on3)CC2)n1,-2.5
CCn1c(C2CC2)nn(CN2CCN(S(=O)(=O)c3ccc4c(c3)OCCO4)CC2)c1=S,-2.0
O=C(c1ccccc1C1CCNC1)N1CCc2ncccc2C1 (centres undefined),-7.1
COc1cc(/C=C/C(=O)N2CCCCCCC2)cc(OC)c1OC,-3.0
CC(=O)c1ccc(CN2CCC3(CC2)N=C(c2ccccn2)NC3=O)cc1,-14.8
COc1cccc(Oc2ncc(C(N)=O)cc2Cl)c1,-11.2&4.4
COc1ccc(-c2nn3c(nc2=O)-c2ccccc2NC3C(C)C)cc1 (centres undefined),-25.4
CCCNC(=O)C1(C)CCN(Cc2cccs2)C1 (centres undefined),0.3
CS(=O)(=O)N1CCCN(Cc2cc3n(n2)CCNC3)CC1,-3.0
Cc1c(C)n(-c2ccc(Cl)cc2)c2ncnc(N)c12,2.1
CCC(CC)O[C@@H]1C=C(C(=O)OC)C[C@H](N)[C@H]1NC(C)=O,-1.9
COc1ccc(C(=O)O)cc1Oc1nc(Cc2ccccc2)ns1,-3.1
COc1cc(OC)cc(N2CCC(N(C)CC(F)F)C2)c1 (centres undefined),20.8
CC(C)CC(CCC(=O)NC(C)C)C(=O)NC(C)C (centres undefined),-9.1
Cc1cccc2[nH]c(C3CCN(C(=O)c4cnn5c4CCCC5)CC3)nc12,-14.8
Cc1cnc(CNC(=O)CC2CCc3ccccc32)cn1 (centres undefined),-25.5
O=C(O)CCCN1CCN([C@H](c2ccccc2)c2ccc(Cl)cc2)CC1,-0.1
Cc1ccc(F)c(S(=O)(=O)NC(=O)C2(C)CCN2C(=O)Cc2ccc(-c3ccccc3)cc2)c1 (centres undefined),-7.3
CC1CCN(S(=O)(=O)N2CCCC(C(=O)NC(C)C)C2)CC1 (centres undefined),-9.0
COc1cccc(CC(NC(C)=O)C(=O)N2CCN(C)CC2C)c1 (centres undefined),-5.6
c1cc2c(cc1-c1ccc(SCCN3CCCCC3)nn1)OCO2,-9.8
CC1CCc2sc3ncnc(N4CCN(S(=O)(=O)c5ccc(Cl)c(Cl)c5)CC4)c3c2C1 (centres undefined),-3.7
CC(NC(=O)CCS(=O)(=O)C1CCCC1)c1ncc(-c2ccccc2)[nH]1 (centres undefined),10.6
COc1cc(C#CC#CCN2CCOCC2)ccc1O,-1.5
CC(C)OCCC(NN)c1ccccc1 (centres undefined),-14.0

# Reformatted: results already given.
SMILES	mcGAS MS inh
CCCn1nnnc1NCc1ccc(N(CC)CC)cc1	-1.3
CCCNC(=O)C12CC3CC(CC(Br)(C3)C1)C2	-5.9
COc1ccc(-n2c(SCc3ccc([N+](=O)[O-])cc3)nc3c(c2=O)SCC3)cc1	-6.6

# New compounds follow:
SMILES,mcGAS MS inh
O=C1NC(=O)C2(CCCC2CNC(=O)C2(c3ccccc3)CCC2)N1 (centres undefined),-5.5
Cc1ccc(N=Nc2cn[nH]c2C)cc1,5.7
CS(=O)(=O)Cc1ccc(N2C[C@@H]3[C@H](C2)[C@H]2CC[C@@H]3O2)nc1,-25.4
C=CCc1cc(C(=O)OC)cc(OC)c1OC(=O)c1cc(OC)cc(OC)c1,-7.1
C=CC[C@@H]1CC=C[C@@H](C)N1C(=O)Cn1ccnc1CC,-16.4
CCCCS(=O)(=O)NC(=O)C1(C)CCN1C(=O)C1(c2ccccc2)CC1 (centres undefined),-12.2
COc1ccc(C)cc1NC1CCCN(C(=O)Cc2ccccc2)C1 (centres undefined),-8.5
CC(=O)N[C@H]1C[C@@H](C2(C)CCN(C)CC2)O[C@@H](C(C)(C)C)C1,10.4
Cc1cn2c(C(=O)N(C)CC3CCCN(CCc4ccccc4F)C3)csc2n1 (centres undefined),-10.7
O=C1CC(NCc2ccccc2Cn2cccn2)CN1Cc1ccc(F)cc1 (centres undefined),-2.8
Cc1cc(=O)[nH]c(NCCNCC(=O)Nc2ccc(Cl)c(C)c2)n1,-8.4
CCOc1cccnc1C(=O)Nc1ccc2c(c1)n(C)c(=O)n2C,25.3
COc1ncccc1C(=O)N(Cc1cccnc1)CC1CCN(Cc2ccccc2C)CC1,5.1
CN(C(=O)c1ccccc1F)S(=O)(=O)c1ccc(Cl)s1,1.2
CCN(CC)c1nc(C)nc2c1sc(=S)n2C,-22.5
COc1cccc(C(=O)NC(NC(=S)Nn2cnnc2)C(Cl)(Cl)Cl)c1 (centres undefined),-0.9
Cc1cc(NCc2ccc(C(=O)N(C)C)cc2)nc(C)n1,-5.6
Cc1nnc(COc2ccccc2I)o1,-3.4
COCc1ccccc1CNC(=O)CN1CCC(C)Sc2ccccc21 (centres undefined),-0.5
O=C(CN1CCc2ccccc21)NCC(=O)Nc1ccc(F)c(F)c1,-4.2
CC(C)CCn1c(SCC(=O)NC(C)(C)C)nc2cc(Cl)ccc2c1=O,-3.4
CC(C)C(C)(C#N)NC(=O)CSc1nnc(C2CC2)n1C (centres undefined),0.4
CCN(CC)C1(C(N)=O)CCCCC1,-4.5
CC(C)[N+](C)(CCOC(=O)C1c2ccccc2Oc2ccccc21)C(C)C,-11.7&-1.4&-1.2
Cc1nnc(COC(=O)C2CCN(C(=O)c3ccc(Cl)cc3)CC2)n1C,-5.7
Cc1sc2nc(-c3cccnc3)nc(NC(C)C(C)C)c2c1C (centres undefined),-1.6
CN(CCc1ccccn1)c1nccc(CCC(F)(F)F)n1,-7.8
CCCc1nc(SCc2cc(Br)c3c(c2)OCO3)n[nH]1,-11.7
Cc1cc(NC(=O)CSc2nc(C)c(C)n2CC(C)C)no1,-9.0
COc1ccc(-c2ccc(CN3CCN(C)CC3)cn2)cc1C,-43.3

# Filtered by structure, the entries above with a CF3 group.
SMILES,mcGAS MS inh
O=C(N(c1ccccc1)c1ccccc1)C(F)(F)F,-20.0
CN(CCc1ccccn1)c1nccc(CCC(F)(F)F)n1,-7.8

# Look-ups from above.
# Value of `COc1ccc(-c2ccc(CN3CCN(C)CC3)cn2)cc1C` in mcGAS MS inh: -43.3
# Value of `CCCc1nc(SCc2cc(Br)c3c(c2)OCO3)n[nH]1` in mcGAS MS inh: -11.7
# Value of `Cc1cc(NC(=O)CSc2nc(C)c(C)n2CC(C)C)no1` in mcGAS MS inh: -9.0
